Assay outcomes (PubChem)
PV pol inh = inhibitors of poliovirus RNA polymerase binding and polymerization; % elongation, % (compound at 16.7 µg/mL); 0.66% of 150,000 active; poliovirus polymerase elongation, fluorescence polarization; active compounds read low; AID 588519; P03300; in the data active = % elongation below about 90%; note: some results filed as inactive read as strong as hits
Target sequence (P03300 1749-2209 limits assumed): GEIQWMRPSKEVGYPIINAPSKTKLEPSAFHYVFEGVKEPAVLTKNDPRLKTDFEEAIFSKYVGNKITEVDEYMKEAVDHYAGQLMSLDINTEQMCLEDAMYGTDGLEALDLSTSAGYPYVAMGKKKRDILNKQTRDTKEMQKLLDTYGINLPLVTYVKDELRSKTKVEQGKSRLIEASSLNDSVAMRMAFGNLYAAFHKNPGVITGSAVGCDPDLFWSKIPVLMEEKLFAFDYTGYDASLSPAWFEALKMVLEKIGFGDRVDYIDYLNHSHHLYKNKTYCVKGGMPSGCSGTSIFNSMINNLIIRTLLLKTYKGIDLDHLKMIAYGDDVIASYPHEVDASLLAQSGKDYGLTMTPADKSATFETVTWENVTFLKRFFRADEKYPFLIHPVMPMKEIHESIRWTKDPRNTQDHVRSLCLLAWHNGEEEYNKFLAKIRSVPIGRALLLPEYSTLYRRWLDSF
PV pol inh FP z-score = further read-out of PV pol inh, marked with its call; z-score; measured here: FP z-score; hits read low
* hit, by the source's call; & = joins results of further samples.

SMILES	PV pol inh	PV pol inh FP z-score
Cn1c(=O)cc(SCC(=O)NCC2CCCO2)c2ccccc21 (configuration not stated)	103.0	0.5
CCC(C)NC(=O)c1cnn2c(C(F)(F)F)cc(-c3ccccc3)nc12 (configuration not stated)	102.0	0.1
COc1cccc(NC(=O)Cn2c(=O)ccc3cc(S(=O)(=O)N4CCC(C)CC4)ccc32)c1	106.0	-0.3
O=C(NCCN1CCCC1)c1ccco1	102.0	0.1
COc1cccc(C2NC(=O)NC(C)=C2C(=O)Nc2ccccc2C)c1OC (configuration not stated)	102.0	0.1
C=CCc1c(C)[nH]c2c(Cl)cccc2c1=O	107.0	0.2
Cc1oc2ncn(C)c(=O)c2c1C(=O)N(C)c1ccccc1F	111.0	0.5
COc1cccc(CN2C(=O)NC3(CCSC3)C2=O)c1 (configuration not stated)	105.0	0.4
Cc1ccc(NC(=O)c2sc(-n3nc(C)c(Cc4ccc5c(c4)OCO5)c3C)nc2C)cc1Cl	104.0	0
CC(=O)Nc1ccccc1-c1nc2cc(C#N)c(C#N)cc2[nH]c1=O	101.0	-0.1

Part of the list above in order of molar mass, lowest first:
SMILES	PV pol inh	PV pol inh FP z-score
C=CCc1c(C)[nH]c2c(Cl)cccc2c1=O	107.0	0.2
Cc1oc2ncn(C)c(=O)c2c1C(=O)N(C)c1ccccc1F	111.0	0.5
CCC(C)NC(=O)c1cnn2c(C(F)(F)F)cc(-c3ccccc3)nc12 (configuration not stated)	102.0	0.1
COc1cccc(C2NC(=O)NC(C)=C2C(=O)Nc2ccccc2C)c1OC (configuration not stated)	102.0	0.1
COc1cccc(NC(=O)Cn2c(=O)ccc3cc(S(=O)(=O)N4CCC(C)CC4)ccc32)c1	106.0	-0.3

Next part.
SMILES	PV pol inh	PV pol inh FP z-score
CCn1c(=O)c(CCC(=O)NCc2ccc3c(c2)OCO3)c(C)c2c(C)nn(-c3cccc(C)c3)c21	99.0	-0.5
Cc1cc(C)n2nc(SC(C)C(=O)NC3CCCCCCC3)nc2n1 (configuration not stated)	103.0	0.5
O/N=C1/C(c2ccccc2)=Nc2ncnn2C1c1ccccc1 (configuration not stated)	104.0	0.3
CSc1cccc(NC(=O)CN(C)S(=O)(=O)c2ccc3c(c2)CCCN3C(C)=O)c1	109.0	0.6
COc1ccc(NC(=O)NC2CCCc3ccccc32)cc1OC (configuration not stated)	99.0	-0.5
Cn1c(=O)c(-c2noc(-c3ccc(Cl)cc3)n2)cn(-c2ccccc2)c1=O	102.0	0
Cc1cccc2c(N=O)c(O)n(CCc3ccccc3)c12	102.0	0
COc1ccccc1NCc1nnc2n1CCCCC2	104.0	0.2
CC(=O)c1cccc(-n2c(CCC(=O)O)ccc2-c2ccccc2)c1	100.0	-1.2
CC(C)c1ccc(/C=N/O)cc1	103.0	0.1
COCC(C)N1C(=Nc2cccnc2)SCC1(O)c1cc2ccccc2o1 (configuration not stated)	104.0	0.2
CC(=O)Nc1ccc(NC(=O)c2cc(=O)[nH]c3ccccc23)cc1	103.0	0.7
Cn1cnc(S(=O)(=O)N2CCCC(C(=O)NCc3ccc(F)cc3)C2)c1 (configuration not stated)	109.0	0.7
CCc1cnc(NC(=O)CN2CC3CC(C2)c2cccc(=O)n2C3)s1 (configuration not stated)	102.0	0.5
COc1cc(C)nc(Oc2ccc(OCCOc3ccccc3)nn2)n1	99.0	-0.8
CC(C(=O)O)N1CCCCC1 (configuration not stated)	101.0	-0.4
COc1ccc(-c2c(C)nn3c(C(F)(F)F)cc(-c4ccc(C)cc4)nc23)cc1	104.0	-0.6
Cc1nc2c(c(C)nn2-c2ccccc2)c(C)c1CCC(=O)NCCc1ccc(Cl)cc1	110.0	0.7
O=C(Cn1c(=O)n(Cc2ccco2)c(=O)c2ccc(C(=O)NC3CCCC3)cc21)Nc1ccc(F)cc1	107.0	0.6
CN(C)S(=O)(=O)c1ccc(S(=O)(=O)N2CCC3(CC2)OCCO3)cc1	106.0	1
O=C1CN=C(Nc2ccccc2Cl)N1Cc1ccccc1	103.0	0.4
Cc1nc2ccn(Cc3cccnc3)c(=O)c2cc1C(=O)NCCCc1ccco1	98.0	-0.9
COC(=O)/C(C#N)=C/c1ccc(OC)cc1	101.0	-0.6
Cc1ccc(S(=O)(=O)Cc2ccc(C(=O)NCCc3ccc(Cl)cc3)o2)cc1	105.0	0.1
Cc1nc(-c2cccs2)sc1NC(=O)Nc1ccc(Cl)cc1	102.0	0.2
O=C(CSc1ccccc1)N1CCc2c([nH]c3ccccc23)C1c1ccc(F)cc1 (configuration not stated)	101.0	-1.5
O=C(OCCN(C1=NS(=O)(=O)c2ccccc21)c1ccc(Cl)cc1)c1cccs1	103.0	0.2
COc1ccccc1CNC(=O)C(CC(C)C)N1Cc2ccccc2C1=O (configuration not stated)	102.0	-1.2
NC(=O)CC(=O)c1c(O)c2ccccc2n(-c2ccccc2)c1=O	114.0	1.1
N#CC(C(=O)N1CCCCC1)C(CC(=O)c1ccccc1)c1cccc(Br)c1 (configuration not stated)	105.0	0.2
CC1CCC2[C@](C)(CO)[C@@H](O)CC[C@]2(C)[C@@]12CCC1(CCOC1)O2 (some centres not stated)	100.0	0.1
CCN(C(=O)c1ccco1)C1C2CC3CC(C2)CC1C3 (configuration not stated)	103.0	0.4
Cc1noc(C)c1COC(=O)CN(C)S(=O)(=O)c1ccc(Cl)cc1	102.0	0.1
COc1cccc2c1Oc1ncccc1N(c1ccc(C(=O)NCc3ccccc3C)s1)C2	112.0	1.3
CCCn1c(=O)c2sccc2n2c(CCCC(=O)NCCOC)nnc12	114.0	-0.1
COc1ccccc1-c1c(C)nn2c(SCC(=O)NCc3ccc4c(c3)OCO4)cc(C)nc12	104.0	0.9
COc1ccc(NC(=O)c2ncoc2-c2ccco2)cc1Cl	100.0	-1
O=C(Nc1nc(=O)c2ccccc2s1)c1ccccc1	102.0	0.3
N#Cc1cccc(NC(=O)COc2ccccc2C(N)=O)c1	106.0	0.4
N=c1c2c3c(sc2ncn1CCCO)CCCCC3	102.0	0.1
COc1ccc(CC(=O)NC(=S)Nc2cccnc2Cl)cc1	101.0	0.1
N#C/C(=N/Nc1ccc2c(c1)OCO2)C(=O)N1CCCC1	101.0	0
Cc1oc(C(C)(C)C)cc1C(=O)N1CCCC1C(=O)O (configuration not stated)	98.0	-0.4
Cc1nnc(Sc2cnn(-c3ccccc3)c(=O)c2Cl)n1C	100.0	-0.6
Cc1cc(NC(=O)c2cnn3c(C(F)(F)F)cc(-c4ccccc4)nc23)no1	99.0	-0.8
c1cncc(CNCCN2CCOCC2)c1	102.0	0
CNC(=O)NC(=O)C(Sc1cccc[n+]1[O-])c1ccccc1 (configuration not stated)	104.0	0.3
COc1ccc2[nH]cc(CCN=C(NC(=O)c3ccccc3OC)Nc3nc(C)cc(C)n3)c2c1	102.0	-0.8
COC(=O)c1cc2oc3ccccc3c2n1CC(=O)Nc1ccccc1OC	99.0	-1.1
COc1cc(/C=C/C(=O)Nc2nnc(C)s2)cc(OC)c1OC	101.0	0.2

Remaining list, next part.
SMILES	PV pol inh	PV pol inh FP z-score
CCOC(=O)c1c(C)nsc1Nc1cc(C)ccc1C	104.0	0.9
CCN(CC)CCNC(=O)c1ccc(N)cc1	102.0&101.0&101.0&101.0	0.3&0.2&0.2&0.2
O=C(c1cc2ccccc2o1)N1CCCC1c1nc2ccccc2s1 (configuration not stated)	96.0	-0.2
CCOc1ccc(CC(=O)N2CCc3cc(OC)c(OC)cc3C2COc2ccc3c(C)cc(=O)oc3c2)cc1 (configuration not stated)	106.0	0.2
Cc1ccc(-n2nc(C)c3nc(CCC(=O)Nc4ccc(F)cc4)c(=O)n(C)c32)cc1	110.0	0.7
COc1ccc(NC(=O)N2CCC(n3c(C)nc4cccnc43)CC2)cc1OC	109.0	0.6
C=CCc1cccc2cc(-c3nc4ccc(C)cc4[nH]3)c(=O)oc12	98.0	-1.4
O=C(O)c1ccc2c(c1)C(=O)N(CCC1=CCCCC1)C2=O	102.0	0.2
O=C(CNc1cccc(C(F)(F)F)c1)NN=C1CCCCC1	107.0	0.1
NC(=O)C[n+]1ccc(C(N)=O)cc1	100.0	0.1
CCOC(=O)c1cccc(NC(=O)CCn2c(-c3ccc(F)cc3)cc(C(=O)OCC)c2C)c1	109.0	0.8
Cc1cccc(NC(=O)c2cc3c(=O)n(Cc4ccco4)ccc3nc2C)c1	108.0	0.4
Cc1ccc(C(=O)NCCC2=CCCCC2)cc1	103.0	0
CCc1ccc(CNC(=O)c2cc3c(=O)oc4ccc(C)cc4c3s2)cc1	102.0	-0.1
CCOC(=O)N1CCN(CC(O)COCc2ccc(Cl)cc2)CC1 (configuration not stated)	104.0	0.5
CN(CC(=O)N1CCN(Cc2ccccc2)CC1)S(=O)(=O)c1cnc[nH]1	101.0	-0.3
CC1(C)C2CCC(C2)C1(C)NC(=S)NCC1CCCO1 (configuration not stated)	97.0	-0.9
CC(NC(=O)Nc1ccccc1Br)(C(F)(F)F)C(F)(F)F	102.0	0
COc1cc(Nc2ncnc3onc(-c4ccc(Cl)cc4)c23)cc(OC)c1	99.0	-0.4
CCn1cc(C(=O)NCc2ccccc2Cl)c(=O)c2cc(S(=O)(=O)N3CCCCCC3)ccc21	104.0	0
CC(=O)OCC12COC(C)C(C1)C(C)=CC2C (configuration not stated)	105.0	1
CN(C)C(=O)Oc1cccc([N+](C)(C)C)c1	102.0&103.0	0.2&1
O=C1CCCN1c1nc(-c2ccccc2)cs1	97.0	-1
Cc1ccc2nc(-c3ccc(F)cc3)c(NC(C)(C)CC(C)(C)C)n2c1	106.0	0.5
O=C(NCc1cccc(Br)c1)C1CCCN(c2nnc(N3CCCC3=O)s2)C1 (configuration not stated)	103.0	0.6
CC1=CC(C)C2C(=O)N(CCC[N+](C)(C)C)C(=O)C2C1 (configuration not stated)	100.0	-0.1
O=C1c2ccccc2C(=O)c2c1nc1n2CCCC1	98.0	-0.9
COc1ccc(NC(=O)c2c(C)oc3ccc(O)c(CN(CC(C)C)CC(C)C)c23)cc1	103.0	0.2
COc1ccc(OC)c(NC(=O)Cn2c(=O)n(CC3CCCO3)c(=O)c3cc(OC)c(OC)cc32)c1 (configuration not stated)	112.0	0.9
Cn1c(=O)n(C)c2cc(-c3nc4sc5c(c4c(=O)[nH]3)CCC5)ccc21	100.0	-0.5
Cc1cc(C)n(CCS(=O)(=O)c2ccc(Cl)cc2)n1	104.0	-0.2
CC(=O)N1Cc2ccccc2CC1C(=O)O (configuration not stated)	101.0	-0.2
C=CCn1c(=S)sc2c(=O)n(/N=C/c3ccc(Cl)cc3Cl)c(C)nc21	106.0	0.2
C=CC(=O)N(CC)CC	95.0	-2.3
Cc1noc2ncnc(NCCCN(Cc3ccccc3)C(C)C)c12	103.0	0.2
O=C(O)COc1ccccc1/C=N/N1CCN(Cc2ccc(Cl)cc2)CC1	102.0	-0.1
Cc1ccc(-n2ncc(C(=O)Nc3ccc4c(c3)OCO4)c2C2CCN(C(=O)OC(C)(C)C)CC2)cc1	110.0	0.7
CCC(C(=O)Nc1nc2nc(C)c(Cl)c(=O)n2[nH]1)c1ccccc1 (configuration not stated)	100.0	-1.3
COc1ccc(OC)c(S(=O)(=O)NCc2nc(N)n(S(=O)(=O)c3cc(OC)ccc3OC)n2)c1	103.0	0.3
Oc1cccc(/C=N/n2cnnc2)c1	100.0	-0.3

Of the compounds above, 5 have a cyano group.
SMILES	PV pol inh	PV pol inh FP z-score
CC(=O)Nc1ccccc1-c1nc2cc(C#N)c(C#N)cc2[nH]c1=O	101.0	-0.1
COC(=O)/C(C#N)=C/c1ccc(OC)cc1	101.0	-0.6
N#CC(C(=O)N1CCCCC1)C(CC(=O)c1ccccc1)c1cccc(Br)c1 (configuration not stated)	105.0	0.2
N#Cc1cccc(NC(=O)COc2ccccc2C(N)=O)c1	106.0	0.4
N#C/C(=N/Nc1ccc2c(c1)OCO2)C(=O)N1CCCC1	101.0	0

Remaining list, next part.
SMILES	PV pol inh	PV pol inh FP z-score
Cc1ccccc1C(=O)N/C(=C/c1ccc(-c2cccnc2Cl)o1)C(=O)NC1CC1	104.0	1
CC(=O)Nc1ccc2oc(-c3ccc(C#N)cc3)cc(=O)c2c1	97.0	-1.1
Cn1cc(NC(=O)Nc2cccnc2)c2ccccc2c1=O	103.0	0.5
CCS(=O)(=O)N1CCC(C(=O)Nc2nnc(-c3ccccc3)o2)CC1	102.0	0
Cc1c(/C=N/n2cnnc2)c2ccccn2c1C(=O)c1ccc(F)cc1	100.0	-1.1
CC(C)C(NC(=O)C1COc2ccccc2O1)c1nc2ccccc2[nH]1 (configuration not stated)	102.0	0.1
Cc1cc(C(N)=O)c2ccccc2n1	99.0	-0.7
CCC1=Nc2cc(C(=O)NCCCN3CCN(C)CC3)ccc2Sc2ccccc21	104.0	0.9
COC(=O)c1ccccc1NC(=O)Cc1ccsc1	102.0	-0.1
O=C(Cn1ncc2ccsc2c1=O)N1CCN(c2ccccc2)CC1	108.0	1.1
Cc1ccc(-c2noc(C(C)c3ccc(CC(C)C)cc3)n2)cc1 (configuration not stated)	98.0	-0.8
CCOC(=O)/C(=C(/C)N1CCCC1)P(=S)(N1CCOCC1)N1CCOCC1	98.0	-0.3
O=C(Cn1nc(-c2ccccc2)ccc1=O)NCc1cccs1	104.0	1.1
CN(N)C1=NS(=O)(=O)c2ccccc21	100.0	-0.6
CCOC(=O)c1c(NC(=S)NCCn2cc(Br)cn2)sc2c1CCCCC2	98.0	-0.9
CCOc1ccc(N(CC(=O)Nc2ccc3c(c2)OCO3)S(=O)(=O)c2ccccc2)cc1	103.0	-0.2
CSc1ccc(NC(=O)NCCn2cnc3cccnc32)cc1	94.0	-1.6
COCc1nnc(NC(=O)C2C(C=C(C)C)C2(C)C)s1 (configuration not stated)	104.0	0.8
CCc1c(C)c(C#N)c2[nH]c3ccccc3n2c1=O	99.0	-0.6
c1ccc(Nc2nc3nonc3nc2N2CCOCC2)cc1	99.0	-0.1
Cc1c(C(=O)N2CCOCC2)[nH]c2c1C(=O)CC(c1ccc(Cl)cc1)C2 (configuration not stated)	103.0	0.3
O=C1CC(NC2CCN(S(=O)(=O)c3ccc(Cl)cc3)CC2)C(=O)N1 (configuration not stated)	102.0	0
COc1ccc(NC(=O)C2CCN(C(=O)/C=C/c3ccccc3)CC2)cn1	102.0	-0.2
C=CCN1C(c2ccccc2)=CSC1/N=C/c1ccccc1 (configuration not stated)	107.0	0.2

Some of the compounds tested; rates above refer to the full screens.
